Screening data: PubChem, several laboratories
L major viab: Leishmania major promastigote growth inhibition. AID 1063. inhibition, % at 10 µM. Leishmania major promastigotes, resazurin fluorescence viability. 9% of 200,000 active; in the data active = inhibition above about 50%;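 note: promastigotes grown with compound for 44 hours at 28 °C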
TNAP inh noacc: blocks human TNAP activity with no phosphate acceptor present; 0.26% of 200,000 active; purified TNAP, CDP-star luminescence, 30 min; inhibition, % at 20 µM;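 active = tissue-nonspecific alkaline phosphatase inhibition above about 50% at 20 µM in the single-dose screen, limit read from the data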;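 note: 0% = DMSO negative control and 100% = EDTA positive control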
Target sequence (P05186 whole entry, looked up): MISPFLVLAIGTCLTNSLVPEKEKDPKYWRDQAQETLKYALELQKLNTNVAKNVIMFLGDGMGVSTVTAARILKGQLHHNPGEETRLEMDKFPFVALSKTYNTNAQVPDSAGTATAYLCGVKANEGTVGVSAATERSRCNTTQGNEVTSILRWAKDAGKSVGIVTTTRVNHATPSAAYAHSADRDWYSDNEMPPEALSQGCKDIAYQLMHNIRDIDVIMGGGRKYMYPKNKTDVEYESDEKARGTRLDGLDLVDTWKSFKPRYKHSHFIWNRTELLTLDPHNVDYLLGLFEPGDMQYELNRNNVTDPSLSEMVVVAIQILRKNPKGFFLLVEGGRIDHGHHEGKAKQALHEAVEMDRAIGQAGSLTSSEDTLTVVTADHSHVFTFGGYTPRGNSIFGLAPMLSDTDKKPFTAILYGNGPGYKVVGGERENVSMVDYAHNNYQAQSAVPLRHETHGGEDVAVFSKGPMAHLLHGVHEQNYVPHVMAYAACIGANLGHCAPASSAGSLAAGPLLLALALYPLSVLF
TNAP inh hiacc: TNAP (human) inhibition, high acceptor; purified TNAP, CDP-star luminescence, 1 M DEA; P05186; 0.03% of 200,000 active; inhibition, % at 20 µM;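 active = over 50% inhibition of tissue-nonspecific alkaline phosphatase at 20 µM in the single-dose screen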;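 note: plate controls were DMSO wells for no effect and EDTA-quenched wells as full inhibition for full effect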
bIAP activator: increases bovine intestinal alkaline phosphatase activity | purified bovine IAP, CDP-star luminescence, 30 min; hits give high values; fold of DMSO-control signal, blank-subtracted | activation factor at 20 µM | 0.17% of 200,000 active;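 active = activation factor of 2 or more at 20 µM, a signal rise over negative controls twice the positive control's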
FLuc inhib CS: inhibits firefly luciferase, flagging false hits in luciferase inhibition screens | P08659 | ATPLite firefly luciferase biochemical luminescence, 10 min | inhibition, % at 10 µM | 1.5% of 200,000 active;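 active = inhibition above about 50% when tested at 10 µM, limit read from the data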
Target sequence (P08659 whole entry, looked up): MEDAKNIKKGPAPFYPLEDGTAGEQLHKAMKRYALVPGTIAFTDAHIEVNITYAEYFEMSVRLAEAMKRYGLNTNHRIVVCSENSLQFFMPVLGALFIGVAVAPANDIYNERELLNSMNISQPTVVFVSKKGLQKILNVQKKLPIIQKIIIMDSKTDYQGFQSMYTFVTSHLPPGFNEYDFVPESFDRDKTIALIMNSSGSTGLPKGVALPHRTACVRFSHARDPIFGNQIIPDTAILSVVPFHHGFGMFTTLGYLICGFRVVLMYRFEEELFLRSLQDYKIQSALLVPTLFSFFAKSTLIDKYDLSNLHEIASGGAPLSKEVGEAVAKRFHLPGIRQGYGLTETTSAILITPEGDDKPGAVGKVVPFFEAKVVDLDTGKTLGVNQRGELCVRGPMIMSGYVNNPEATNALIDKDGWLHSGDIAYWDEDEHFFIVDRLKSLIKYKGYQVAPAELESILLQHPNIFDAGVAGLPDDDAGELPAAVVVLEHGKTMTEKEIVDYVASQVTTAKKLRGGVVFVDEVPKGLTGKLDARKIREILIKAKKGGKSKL
RAM network inh: blocks the yeast RAM network | S. cerevisiae dse1pr::URA3 reporter, 5-FOA growth OD615, 2 d; analog-sensitive cbk1-as2 kinase mutant strain | inhibition, % at 50 µM | 1.8% of 190,000 active | AID 868;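 active = inhibition above a set limit, 3 SD over mean compound inhibition, cut at about 8.4% in these data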;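 note: 0% = DMSO-only wells with no growth and 100% = 10 µM 1-NA-PP1 full growth; inhibition rescues growth on 5-FOA so higher OD means more RAM inhibition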
APP 5UTR inh: APP translation inhibition; SH-SY5Y APP 5'UTR-luciferase reporter, luminescence; inhibition, % at 2 µM; AID 1285; 0.82% of 190,000 active;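 active = inhibition above a set limit, derived from the sample mean plus 3 SD, cut at about 45% in these data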; note: values of inactives mirror those of a sister screen read the other way
bIAP inhibitor: blocks bovine intestinal alkaline phosphatase activity; purified bovine IAP, CDP-star luminescence, 30 min; inhibition, % at 20 µM; 190,000 tested, under 10 active; AID 1019;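 active = over 50% inhibition of intestinal alkaline phosphatase at 20 µM in the single-dose screen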
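Incubation: 30 min reaction at room temperature / Material: purified bovine intestinal alkaline phosphatase (IAP) enzyme / Input: enzyme at 1/65,000,000 dilution / Dosing: 20 µM single dose / Signal: CDP-star luminescence signal / Reagent: CDP-star chemiluminescent phosphatase substrate, 30 µM final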
FLuc act counter: affects firefly luciferase, flagging false hits in luciferase stimulation screens; activation factor at 10 µM; P08659; AID 1027; ATPlite luciferase biochemical, luminescence, 10 min; 0 = ATP-free wells, 1 = DMSO control; 200,000 tested, under 10 active;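 active = luciferase activation factor, scaled between plate controls, of at least 2 with compound at 10 µM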
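Assay system: Luciferase/luciferin detection reagent, cell-free biochemical luciferase assay / Also added: ATP substrate / Schedule: 10 min at ambient temperature / Measured by: luminescence measurement of luciferase light output / Benchmarks: low control with PBS replacing ATP, high control enzyme plus ATP without compound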
TNAP act hiacc: TNAP (human) activation, high acceptor; P05186; purified TNAP, CDP-star luminescence, 1 M DEA, 30 min; hits give high values; 0 = EDTA background, 1 = DMSO-only activity; activation factor at 20 µM; 200,000 tested, under 10 active;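 active = activation factor at least 2 at 20 µM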
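system = human TNAP | amount = enzyme diluted 1/800 final | reagent = 100 µM CDP-star substrate | signal = luminescent substrate turnover signal | dosing = one dose, 20 µM | benchmarks = EDTA negative control, DMSO positive control | measure = activation factor | timing = 30 min reaction, room temperature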
Starred values were filed as active, the others as inactive; i = inactive; . = no result given.

The line under a structure holds: L major viab | TNAP act hiacc | APP 5UTR inh | RAM network inh | TNAP inh noacc | bIAP inhibitor | FLuc act counter | bIAP activator | FLuc inhib CS | TNAP inh hiacc
- CCCCS(=O)(=O)/C=C/[C@H]1[C@H](S(=O)(=O)CCCC)[C@H]2C=C[C@@H]1C2
  -6 | 1 | -4 | 1.0 | -12 | 13 | 1.1 | 0.9 | -6 | -5
- CCOC(=O)N/N=C(\c1ccccc1)C(O)c1ccccc1 (stereo not given)
  -5 | 1 | -6 | 0.4 | -3 | 5 | 1 | 0.9 | -1 | 1
- CCC(C)(C)C1CCC(=NNS(=O)(=O)c2ccc(C)c([N+](=O)[O-])c2)CC1 (stereo not given)
  -5 | 1 | -8 | 4.3 | 17 | 25 | 1.1 | 0.8 | -8 | -3
- COc1ccc([N+](=O)[O-])cc1-n1cnnn1
  -5 | 1 | -11 | 0.5 | -3 | -8 | 1 | 1.1 | -4 | -2
- CCN(CC)S(=O)(=O)c1ccc(C(=O)OCCN2C(=O)c3cccc4c(N5CCOCC5)ccc(c34)C2=O)cc1
  21 | 1 | -8 | 10* | -21 | -24 | 1 | 1.2 | -4 | -4
- O=C(Nc1cccc(F)c1)C1CCN(C(=O)Cc2ccccc2)CC1
  -7 | 1 | 6 | 1.2 | -6 | 8 | 1 | 0.9 | -4 | 0
- CC(C)Oc1ccc(CCc2n[nH]c(=S)n2Cc2ccccc2)cc1
  25 | 1 | 4 | 6.6 | 13 | 13 | 1.1 | 0.9 | -10 | -3
- CCCCOCCCNC(=O)c1c(-c2ccccc2)noc1C
  -3 | 1 | -5 | 0.3 | -5 | 10 | 1.1 | 0.9 | -11 | -4
- CN(CC(=O)N1CCN(Cc2ccccc2)CC1)S(=O)(=O)c1cccc2nsnc12
  -2 | 1 | -15 | 2.3 | -15 | 4 | 1 | 1 | -4 | -4
- O=C(NCCNCc1ccccn1)c1ccco1
  -8 | 1 | 0 | 1.5 | -8 | -4 | 1.1 | 1 | -7 | -4
- COC(=O)c1ccccc1OC(=O)c1cc[n+]([O-])cc1
  -2 | 1 | -30 | 1.2 | -6 | -3 | 1 | 1 | -4 | 0
- CCn1c(SCC(=O)Nc2nc(C)c(C)s2)nnc1-c1cccs1
  28 | 1 | -7 | 2.3 | -4 | -2 | 1 | 1 | -2 | 4
- COC(=O)C(CCSC)NC(=O)CNS(=O)(=O)c1ccc(Br)cc1 (stereo not given)
  -2 | 1 | -6 | 3.1 | -5 | 4 | 1 | 1 | 0 | 1
- COC(=O)C1=C(N)OC2=C(C(=O)CC(C)(C)C2)C1c1cccnc1 (stereo not given)
  50* | 1 | 7 | -0.1 | 7 | 0 | 1.1 | 1 | -5 | -4
- CNCC(O)Cn1c2c(c3ccccc31)CCCC2 (stereo not given)
  1 | 1 | 8 | 1.9 | -6 | -19 | 1 | 1.2 | 2 | -5
- O=C(CSc1ccc2nnc(-c3ccc(F)cc3)n2n1)NCC1CCCO1 (stereo not given)
  2 | 1.1 | -7 | 1.1 | -20 | 8 | 1 | 0.9 | -5 | -6
- CCCn1c(C(O)c2ccc(OCC)cc2)nc2ccccc21 (stereo not given)
  8 | 1.1 | 3 | -0.6 | -24 | i | 1.1 | 19* | -7 | -8
- Cc1c(C#N)c(=O)oc2ccc3ccccc3c12
  -4 | 1 | -17 | 2.7 | -5 | -4 | 1 | 1 | -3 | -1
- CCOc1ccc(CN2CCNC(=O)C2CC(=O)O)cc1 (stereo not given)
  -3 | 1.1 | 0 | 1.8 | -7 | 0 | 1 | 1 | -5 | -6
- O=C(Oc1ccccc1C(=O)N1CCOCC1)c1ccccc1
  -4 | 1 | -12 | 0.4 | -6 | 6 | 1 | 0.9 | -4 | -2
- Cc1nccn1CCCNC(=O)CC1C(=O)NCCN1Cc1ccc(Cl)c(F)c1 (stereo not given)
  5 | 1.1 | -14 | -1.1 | -17 | -5 | 1.1 | 1 | -6 | -7
- Cc1ccc(N=C(NO)c2nonc2N)c(C)c1
  -6 | 1 | -18 | 1.9 | -1 | -8 | 1 | 1.1 | -3 | 3
- CCCC1O[C@@H]2CC3C4CCC5=CC(=O)C=C[C@]5(C)C4C(OC(C)=O)C[C@]3(C)[C@]2(C(=O)COC(C)=O)O1 (stereo not given in full)
  19 | 1 | -10 | 4.3 | -7 | 9 | 1 | 0.9 | -5 | -2
- CCc1c(C)nc2ncnn2c1N1CCC(C(=O)N2CCN(c3ccccc3)CC2)CC1
  . | 1.1 | . | . | -13 | 2 | 1.1 | 1 | -6 | -6
- CCOc1ccc(C(CC(=O)O)NC(=O)C23CC4CC(CC(C4)C2)C3)cc1 (stereo not given)
  -7 | 1 | -8 | -0.3 | -8 | -2 | 1 | 1 | 1 | -4
- CCN(CC)C(=S)Nc1ccc(Cl)c(Cl)c1
  62* | 1 | 16 | 1.4 | -11 | -4 | 1 | 1 | -5 | 2
- O=C(OCc1nc2ccc(Cl)cc2n1CCO)c1ccc2c(c1)OCO2
  8 | 1 | -5 | 1.8 | 3 | 6 | 1 | 0.9 | -3 | -4
- S=C(NCCC(c1ccccc1)c1ccccc1)Nc1ccccc1Cl
  14 | 1.5 | 5 | 15* | -81 | -66 | 1.1 | 1.7 | -10 | -46
- COc1cc(CNCc2ccncc2)cc(Br)c1OCc1ccccc1F
  98* | 1 | 11 | 0.4 | -6 | 1 | 1.1 | 1 | -6 | 0
- CCC1(C)Cc2c(sc3nc(SC)nc(N)c23)CO1 (stereo not given)
  25 | 1.1 | 6 | 2.0 | -12 | 11 | 1 | 0.9 | -4 | -8
- CC(=O)Nc1ccc(NC(=O)Cn2c(=O)n(-c3ccc(F)cc3)c(=O)c3oc4ccccc4c32)cc1
  -2 | 1.1 | 7 | 4.7 | 2 | -6 | 1.1 | 1.1 | -8 | -5
- Cc1noc(C)c1CSc1ncnc2sc3c(c12)CCC3
  -10 | 1.1 | -23 | 2.5 | -18 | 8 | 1.1 | 0.9 | -9 | -10
- COc1ccc(-c2nnc(NC(=O)C3=COCCO3)o2)cc1
  30 | 1 | -14 | -0.1 | 11 | 4 | 0.9 | 1 | 9 | -3
- CCCCOc1ccc(CSC2=NCCN2)cc1[N+](=O)[O-]
  95* | 1.1 | 8 | -0.6 | -2 | 24 | 1.1 | 0.8 | -7 | -6
- N#Cc1cccc(-n2nnnc2-c2ccccn2)c1
  -1 | 1 | 7 | 0.7 | -4 | 8 | 1 | 0.9 | -2 | 0
- CCOC(=O)CSc1nnc(Cc2ccccc2)n1-c1cccc(Cl)c1
  -10 | 1 | 1 | 2.5 | -9 | -3 | 1.1 | 1 | -5 | -1
- COc1ccc(N=c2cc(-c3ccc(O)cc3)oc3ccccc23)cc1
  81* | 1 | 8 | 2.0 | -6 | 6 | 1.1 | 0.9 | -8 | 4
- COc1ccc(-c2nnc3ccc(SC)nn23)cc1
  10 | 1 | 17 | 1.4 | -14 | 8 | 1 | 0.9 | 0 | -2
- CC(C#N)Sc1nnc(Nc2ccccc2)s1 (stereo not given)
  12 | 1.1 | -9 | 1.0 | 2 | 1 | 1 | 1 | -2 | -5
- O=C(OCC(=O)N1CCc2ccccc21)c1ccccn1
  -1 | 1 | -3 | 0.7 | -5 | -8 | 0.9 | 1.1 | 6 | -1
- O=C(NCC1OCCc2ccccc21)c1ccc(NC(=O)c2ccccc2Cl)cc1 (stereo not given)
  0 | 1 | -9 | 3.5 | -4 | 17 | 1 | 0.8 | -3 | -4
- O=C(NN1C(=O)C2C3C=CC(C3)C2C1=O)c1ccncc1 (stereo not given)
  -5 | 1 | -16 | 1.5 | -2 | 17 | 1 | 0.8 | -4 | 5
- CCNc1ccc(S(=O)(=O)NCCN(C)C)cc1[N+](=O)[O-]
  -10 | 0.9 | 18 | 0.5 | 3 | 11 | 1 | 0.9 | -4 | 8
- COc1cccc(NC(=O)Nc2ccc3c(c2)N(C)C(=O)CS3)c1
  59* | 1.1 | -10 | 2.3 | -18 | -10 | 0.8 | 1.1 | 17 | -9
- O=C(O)CC1SC(=Nc2cccc(O)c2)NC1=O (stereo not given)
  -3 | 1 | -8 | 0.2 | 42 | 18 | 1.1 | 0.8 | -6 | -3
- N=C1C(c2nc3ccccc3c(=O)[nH]2)=C(O)CN1c1ccccc1
  -10 | 1 | -2 | 2.6 | -30 | -31 | 0.9 | 1.3 | 8 | 4
- CCOc1cc(C(=O)NCC(=O)N/N=C/c2sccc2C)cc(OCC)c1OCC
  3 | 1 | -5 | 0.6 | -11 | -4 | 1 | 1 | 0 | -2
- O=S1(=O)CCN(Cc2ccc(Cl)c(Cl)c2)CC1
  -3 | 1 | -16 | 2.8 | -5 | -6 | 1 | 1.1 | -4 | -4
- Cc1ccc(NC(=O)CNc2ccc(OC(C)C)cc2)c(C)c1
  21 | 1 | -7 | 2.1 | -10 | 5 | 1 | 1 | -2 | -1
- CCOC(=O)N/N=C/c1cccc(Cl)c1Cl
  -2 | 1 | -19 | -0.9 | -5 | . | 0.9 | 0.5 | 12 | -4
- CCOC(=O)c1c(NC(=O)C(F)(OC)C(F)(F)F)sc(C(=O)N2CCCCC2)c1C (stereo not given)
  20 | 1 | -4 | 2.0 | -8 | 6 | 1.1 | 0.9 | -7 | -3
- CN(C)/C=N/c1ncc(C(=O)c2ccc(-c3ccccc3)cc2)s1
  2 | 1 | -6 | 0.0 | -4 | -4 | 1 | 1 | 4 | 2
- Nc1nc(-c2ccccc2)nc2sc3c(c12)CCCC3
  60* | 1 | -180 | 3.6 | -1 | 6 | 0.1 | 0.9 | 85* | 2
- COc1ccc(OC)c(/C=N/N=C2\SCC(=O)N2Cc2ccco2)c1
  -5 | 1 | 15 | 1.4 | -19 | -3 | 1.1 | 1 | -7 | -2
- Cc1ccc(-c2noc(CN3CCN(C(c4ccccc4)c4ccccc4)CC3)n2)cc1
  -1 | 1 | -14 | 0.3 | -5 | -8 | 1.1 | 1.1 | -9 | -2
- C=CCN1C(c2ccc(Br)cc2)=CS/C1=C(/C#N)c1nnc(N2CCOCC2)n1-c1ccccc1
  56* | 1 | -6 | 2.9 | -8 | -25 | 1 | 1.3 | -4 | -2
- CC1CCC(NC(=O)c2cnccn2)CC1 (stereo not given)
  -4 | 1 | 8 | 0.8 | -7 | 4 | 1 | 1 | -3 | 0
- CC(C)(C)NC(=O)/C=C/c1cccc(C(F)(F)F)c1
  -7 | 1 | -11 | 0.9 | -6 | 15 | 1 | 0.8 | 2 | 0

Entries of single compounds as entered above. Order of screens: L major viab	TNAP act hiacc	APP 5UTR inh	RAM network inh	TNAP inh noacc	bIAP inhibitor	FLuc act counter	bIAP activator	FLuc inhib CS	TNAP inh hiacc
Entry for CC(C)(C)NC(=O)/C=C/c1cccc(C(F)(F)F)c1 : -7	1	-11	0.9	-6	15	1	0.8	2	0
Entry for O=C(O)CC1SC(=Nc2cccc(O)c2)NC1=O (stereo not given) : -3	1	-8	0.2	42	18	1.1	0.8	-6	-3
